High-throughput results as filed in PubChem BioAssay.
CHO parental Ca = counter-screen for OX1R antagonists: effect in parental CHO cells | parental CHO-K1, ATP-induced calcium, Fluo-8 fluorescence | inhibition, % at 5.6 µM | hit rate 0.63% among 330,000;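 active = inhibition above that plate's mean sample inhibition plus 3 SD, cut at about 26% in these data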;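 also: 0% = ATP-challenged DMSO wells and 100% = DMSO wells without ATP; some compounds past the cut are filed as inactive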
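Measured by: calcium-sensitive Fluo-8 fluorescence / Test system: CHO parental line / Controls: ATP-challenged DMSO wells low, unchallenged DMSO wells high / Measure: % inhibition / Compound: single nominal dose of 5.6 µM per compound / Replicates: single well per compound, no replicates / Reagent: ATP as calcium-mobilizing challenge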
TAAR1 ag = human TAAR1 agonism; activation, % at 3 µM; hit rate 0.99% among 360,000; CHO RD-HGA16 TAAR1, Fluo-8 calcium fluorescence; vehicle wells 0%, saturating PEA agonist 100%;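 active = activation above the mean activation of all test compounds in the run plus 3 SD, cut at about 38% in these data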
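Signal – calcium-sensitive Fluo-8 signal, excitation 470-495, emission 515-575 nm · System – RD-HGA16 (CHO) cells co-expressing Gα16 and hTAAR1 · Incubation – 17-24 h seeding, 75 min 37 °C dye, 30 min RT · Compound dosing – 3 µM single concentration · Repeats – no replicates (n 1)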
CHO-K1 Ca antag = M1 antagonist counterscreen hit in parental CHO-K1 cells. ATP-induced calcium, Fluo-8 fluorescence. inhibition, % at 3 µM. hit rate 0.6% among 360,000. AID 602250;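 active = inhibition above a per-plate cutoff, the plate's mean sample inhibition plus 3 SD, cut at about 24% in these data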;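 also: 0% = DMSO plus EC80 ATP and 100% = DMSO alone without ATP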
V1R ag counter = counter-screen for oxytocin receptor agonists: human V1a receptor agonists; P37288; hit rate 0.25% among 320,000; activation, % at 3 µM; AID 2797; CHO-V1R cells, Fluo-8 calcium fluorescence, agonist mode; 0% DMSO, 100% 3 nM vasopressin;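 active = activation above the mean activation of all tested compounds plus 3 SD, per screening run, cut at about 20% in these data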;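 also: signal is peak over basal fluorescence ratio across a 100 second FLIPR read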
Target sequence (P37288 whole entry, looked up): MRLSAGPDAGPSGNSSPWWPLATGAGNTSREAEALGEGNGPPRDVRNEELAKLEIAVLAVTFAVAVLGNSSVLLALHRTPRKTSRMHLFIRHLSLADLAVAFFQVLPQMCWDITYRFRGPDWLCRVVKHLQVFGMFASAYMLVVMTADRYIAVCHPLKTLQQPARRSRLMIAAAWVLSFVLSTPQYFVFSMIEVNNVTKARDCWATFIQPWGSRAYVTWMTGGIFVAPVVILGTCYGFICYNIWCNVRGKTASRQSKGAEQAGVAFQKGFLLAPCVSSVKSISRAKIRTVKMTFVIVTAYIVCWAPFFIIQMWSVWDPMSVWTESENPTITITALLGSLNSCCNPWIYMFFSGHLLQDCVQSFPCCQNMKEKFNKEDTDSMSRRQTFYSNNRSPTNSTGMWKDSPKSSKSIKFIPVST
M1 PAM parental = counter-screen for M1 PAMs: effect in parental CHO-K1 cells | ATP EC20, Fluo-8 calcium fluorescence; 0% at ATP EC20, 100% at ATP max | activation, % at 3 µM | hit rate 0.02% among 360,000 | AID 602247;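 active = activation above the run cutoff, the mean activation of all test compounds plus 3 SD, cut at about 40% in these data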;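 also: peak over basal fluorescence ratio in a 140 s read after ATP addition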
M1 ag = activates human CHRM1 receptor; AID 588814; CHO-K1 hM1, Fluo-8 calcium fluorescence, agonist mode; 0% DMSO, 100% acetylcholine EC100; P11229; hit rate 0.33% among 360,000; activation, % at 3 µM;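 active = activation above the run's mean compound activation plus 3 SD, cut at about 16% in these data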;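 also: peak over basal fluorescence ratio within a 140 s kinetic read after compound addition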
CHO-K1 Ca ag = nonselective activator or artifact in parental CHO-K1 cells. Fluo-8 calcium fluorescence; scaled to maximal ATP response, vehicle zero. activation, % at 3 µM. hit rate 0.48% among 360,000; in the data active = activation above about 15%;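 also: untransfected CHO-K1 host cells lacking M1 receptor as counterscreen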
OXTR potentiate = potentiators of human oxytocin receptor. AID 2445. hit rate 0.061% among 320,000. activation, % at 3 µM. CHO-OTR cells, Fluo-8 calcium fluorescence, potentiator mode; 0% = oxytocin EC15, 100% = EC100. P30559;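 active = activation above that plate's cutoff, the mean activation of tested compounds plus 3 SD, cut at about 6.6% in these data, passing the limit was not always enough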;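 also: 100% uses oxytocin at 75 nM as the full agonist control; some results filed as inactive read as strong as hits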
Target sequence (P30559 whole entry, looked up): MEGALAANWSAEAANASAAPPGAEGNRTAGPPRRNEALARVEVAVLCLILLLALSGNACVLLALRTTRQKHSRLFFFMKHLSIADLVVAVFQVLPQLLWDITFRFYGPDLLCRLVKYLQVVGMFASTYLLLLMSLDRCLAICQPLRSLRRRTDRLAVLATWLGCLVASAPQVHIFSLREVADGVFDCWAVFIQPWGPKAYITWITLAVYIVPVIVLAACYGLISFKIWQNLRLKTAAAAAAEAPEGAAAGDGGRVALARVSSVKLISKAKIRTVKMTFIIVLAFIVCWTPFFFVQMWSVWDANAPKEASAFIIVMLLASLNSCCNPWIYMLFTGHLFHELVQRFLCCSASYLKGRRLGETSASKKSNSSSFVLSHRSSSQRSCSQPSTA
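Dosing: Single dose, 3.0 µM nominal final compound concentration | Material: Human OTR in CHO cells | Technique: Kinetic Fluo-8 calcium fluorescence | Benchmarks: EC15 oxytocin alone as 0%, 75 nM oxytocin as 100% | Probe or stimulus: Oxytocin at about EC15, sub-maximal agonist stimulus | Incubation: Compound 6 min at room temperature before oxytocin, 100 s read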
TAAR1 antag = antagonists of human TAAR1; Q96RJ0; CHO RD-HGA16 TAAR1, Fluo-8 calcium fluorescence, antagonist; inhibition, % at 3 µM; hit rate 1.5% among 360,000; AID 624466;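 active = inhibition above a per-plate cutoff, the mean inhibition of test compounds on that plate plus 3 SD, cut at about 49% in these data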;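 also: 0% = DMSO plus EC80 beta-PEA response and 100% = DMSO alone without agonist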
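Material: RD-HGA16 CHO cells with stable hTAAR1 and Gα16; Dosing: single nominal final test compound concentration of 3 µM; Schedule: seeding 17-24 h prior, 75-min 37 °C, 30-min RT dye loading; Detection: kinetic Fluo-8 calcium fluorescence measurement; Measure: % inhibition from peak post-agonist over basal fluorescence ratio; Benchmarks: vehicle and agonist controls.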
* marks the source's active call; other numbers are inactive results; · = no result given.

#	SMILES	CHO-K1 Ca antag	TAAR1 ag	V1R ag counter	M1 PAM parental	CHO parental Ca	OXTR potentiate	TAAR1 antag	M1 ag	CHO-K1 Ca ag
1	O=C(CN(C(=O)CNC(=O)c1cccs1)c1ccccc1F)NC1CCCCC1	-6	2	0.0	7	-6	0	-9	-4	0.9
2	O=C(NCC1CCCO1)C(c1ccc(F)cc1)N(CCCN1CCOCC1)C(=O)c1ccc(-c2ccccc2)[nH]1 (stereo unspecified)	·	12	0.3	·	-27	0	5	·	·
3	c1ccc(Nc2ncnc3c2oc2ccccc23)cc1	-7	7	-0.7	-2	-21	-4	-7	-6	-0.2
4	CC1(C)OC(=O)C2=C(C[C@@H](CCc3ccccc3)O[C@@H]2c2ccc(F)cc2)O1	-24	-1	·	19	·	·	4	·	1.0
5	CCOC(=O)C[C@H]1c2ccc(C(F)(F)F)cc2S(=O)(=O)N1Cc1ccccc1	-4	6	-0.8	9	-16	-15	-2	-4	-1.0
6	CCc1ccccc1Oc1nc(NC(C)C)nc2ccsc12	-15	5	·	19	·	·	20	-8	0.1
7	Cc1cccc(NC(=O)COC(=O)Cc2c[nH]c3ccccc23)c1C	4	2	2.4	-9	-16	-9	18	4	1.3
8	CCOc1ccc(N(Cc2ccc(OC)c(OC)c2)C(=O)c2ccco2)cc1	-6	3	-1.1	16	-14	-20	7	0	-0.4
9	O=C(NCc1ccccc1Cl)C1CCN(S(=O)(=O)N2CCCCC2)CC1	-7	5	1.3	14	-10	-7	-1	-6	2.1
10	CC(C)(C)C1CCc2c(sc(NC(=O)C3CCCO3)c2C(N)=O)C1 (stereo unspecified)	-4	12	0.6	12	-31	-10	-17	-3	0.1
11	COc1cc(/C=C/C2=NNC(=O)CC2)cc(OC)c1OC	-5	4	0.4	18	-12	-11	-12	-2	0.8
12	Cc1ccc(Nc2nc(-c3ccc(S(=O)(=O)N4CCOCC4)cc3)cs2)cc1	-34	2	-0.1	14	7	-8	-1	1	2.6
13	Cc1ccccc1C(=O)NCCCNC(=O)c1cnccn1	4	-1	-0.4	-4	-8	-8	11	-4	-0.1
14	Cn1nnnc1SCc1cccc2ccccc12	-9	5	-1.5	14	-8	7	-30	-8	-0.2
15	COc1ccc(-c2[nH]ncc2CN2CCN(C(=O)c3cccs3)CC2)c(F)c1	-3	1	4.3	-3	-10	-4	7	-5	1.6
16	O=C(NCc1ccccc1CN1CCCC1)c1cccc(N2CCCC2=O)c1	-21	3	0.1	16	-22	-1	4	-8	0.3
17	C=CCOC(=O)C1=C(C)NC(=O)NC1C1CC=CCC1 (stereo unspecified)	-12	2	-1.0	23	18	6	-29	-3	0.6
18	Cc1ccc(SCc2c(C(=O)N/N=C/c3ccncc3)nnn2-c2nonc2N)cc1	-1	12	0.4	11	-7	-2	50*	1	0.9
19	O=C(N/N=C/c1ccc([N+](=O)[O-])o1)c1ccc2c(c1)OCO2	-1	-1	·	11	·	·	-7	-2	1.5
20	COc1ccc(OCCCC(=O)Nc2ccc3c(c2)OCCO3)cc1	-14	-2	0.6	-2	-19	-3	0	-2	1.6
21	O=C(CSc1nnc(NC(=O)c2ccc(F)cc2)s1)NC1CC1	-10	0	0.9	15	-2	-8	-3	-3	0.7
22	O=S(=O)(NCCn1ccc2ccccc21)c1ccccc1	-5	0	0.3	17	-11	-4	6	-1	0.7
23	O=C(O)CC(NC(=O)Cc1ccc(Cl)cc1)c1ccco1 (stereo unspecified)	·	0	1.5	·	-7	1	-8	·	·
24	CSc1ccc(-c2nc3cnccn3c2Nc2ccc3c(c2)OCO3)cc1	-6	·	-0.6	16	-35	-13	·	-3	0.0
25	COc1ccccc1N1CCN(CC(=O)N2CCCC2)CC1	-3	-1	-0.6	15	4	-8	-5	-2	0.6
26	CCOc1ccccc1NC(=O)CCn1c(=O)oc2ccccc21	5	8	-0.4	13	-9	-10	9	-3	4.1
27	CC1(C)C2CCC1(C)C(NC1=NCCC1)C2 (stereo unspecified)	11	5	0.6	-4	-5	-14	-8	-4	-0.5
28	COc1cc2ccccc2cc1C(=O)NC1CCC(C)CC1 (stereo unspecified)	-4	17	-0.9	7	-27	-7	-1	-3	-0.1
29	Cc1cc2cc(CNC(=O)Nc3ccccc3)ccc2[nH]1	-7	8	0.5	-5	-2	-5	0	-5	1.3
30	O=C(Nc1nnc(C2CC2)s1)c1cc(-c2ccccc2)nn1-c1ccccc1	1	7	-0.2	-3	-24	-1	-14	-3	0.0
31	CN(C)Cc1ccccc1Sc1ccccc1Br	2	20	-1.1	1	-4	-7	-8	-10	0.4
32	CCOC(=O)C1(C(=O)OCC)C(C(=O)c2ccccc2)C1c1ccccc1 (stereo unspecified)	4	5	·	-16	·	·	40	-5	-1.2
33	O=C(NCC1(c2ccccc2)CCCC1)c1ccco1	1	8	0.5	1	-17	-2	8	-15	0.3
34	N=C1S/C(=C\c2ccc(-c3ccccc3C(=O)O)o2)C(=O)N1c1ccc2c(c1)OCO2	-2	1	·	-2	·	·	6	-2	0.4
35	COc1ccc(F)cc1S(=O)(=O)Nc1cc2c3c(c1)CCN3C(=O)CC2	3	5	0.6	5	-5	1	-16	0	0.9
36	COc1ccc2c(c1)C(=O)Cc1ccccc1O2	-9	9	-0.9	21	-5	0	10	-9	0.3
37	Cc1cc(-c2nnc(CCC(=O)N(C)Cc3ccsc3)o2)no1	0	3	-0.2	-5	-5	-3	1	-6	0.2
38	O=Cc1ccc(N2CCCCCC2)cc1	2	5	-0.1	7	-18	-1	0	-4	0.2
39	COc1ccc(CN2CCC(C(=O)N(C)CCc3ccc(OC)c(OC)c3)CC2)c(OC)c1	-4	3	0.4	21	0	4	2	-5	0.9
40	CC(C)(C)C(=O)NC(=S)Nc1ccccc1C(=O)NC1CCCCC1	-11	-2	-1.4	18	21	-4	-6	-3	1.6

Just V1R ag counter (2 entries from above):
No. | Structure | V1R ag counter
36 | COc1ccc2c(c1)C(=O)Cc1ccccc1O2 | -0.9
37 | Cc1cc(-c2nnc(CCC(=O)N(C)Cc3ccsc3)o2)no1 | -0.2

More results
#	SMILES	CHO-K1 Ca antag	TAAR1 ag	V1R ag counter	M1 PAM parental	CHO parental Ca	OXTR potentiate	TAAR1 antag	M1 ag	CHO-K1 Ca ag
41	COc1ccc(NC(=O)Nc2ccc3c(c2)C(=O)N([C@H](C)CO)C[C@H](C)[C@@H](CN(C)C(=O)Nc2ccc4c(c2)OCO4)O3)cc1	-9	6	-0.1	-2	7	-2	-11	-1	-0.4
42	CCOC(=O)C1CCCN(C(=O)c2cc(C)oc2C)CC1 (stereo unspecified)	-15	1	·	14	·	·	-4	-2	0.5
43	C#CCNC(=O)C1=C[C@H](C)C[C@H](OCc2ccc(CO)cc2)O1	-7	6	0.7	14	-4	-8	4	-5	0.3
44	COc1cc(OC)c(C(=O)NNC(=O)c2ccccc2-n2cccc2)cc1OC	-6	1	-1.0	-18	-14	-1	2	-1	0.8
45	CCOC(=O)c1c(C)[nH]c(C)c1C(=O)COC(=O)CSc1ccc(C)cc1	-15	9	2.2	17	-5	-9	33	-5	3.4
46	O=C(CSc1nnc(CN2CCCCCC2=O)n1-c1ccccn1)NCC(F)(F)F	-20	6	0.2	-4	-9	5	4	0	0.0
47	COc1ccc(C(=O)NN=C2CCCC2)cc1OC	-12	1	-0.7	4	2	-7	7	-2	1.3
48	COCCNC(=O)CSc1nc(-c2ccccc2)cs1	-17	3	0.2	-10	-11	-9	10	-1	-0.1
49	CCCCN(Cc1nc2ccccc2c(=O)[nH]1)C(=O)COc1ccc(F)cc1Cl	-6	2	0.2	17	-10	-2	-19	-1	-0.1
50	CC(=O)Nc1ccc(S(=O)(=O)N[C@@H](C)C(=O)NC2CCCc3ccccc32)cc1 (stereo partly specified)	-6	10	1.1	4	-16	-5	2	-4	0.1
51	CC(C(=O)Nc1ccc(F)c(F)c1F)N(C)CC(=O)Nc1ccccc1Br (stereo unspecified)	-4	4	0.5	21	-10	-7	-4	-7	4.6
52	CCOc1ccc(N(CC(=O)NCc2ccco2)S(=O)(=O)c2ccc(OC)c(OC)c2)cc1	-3	6	-1.3	4	-21	-9	10	-1	1.0
53	Cc1ccc(CNC(=O)CCC(=O)Nc2nnc(C)s2)cc1	-4	5	-0.1	-22	-1	0	-16	-1	0.0
54	CCCCC[C@H](C)N1C[C@@H](COCc2ccccc2)Oc2cc(N3CC[C@@H](O)C3)ccc2S1(=O)=O	13	0	·	-6	·	·	-10	·	1.6
55	Cc1ccc(S(=O)(=O)N2CCN(S(=O)(=O)c3ccc(C)cc3)C3OCCOC32)cc1 (stereo unspecified)	2	5	0.3	-5	-6	-5	5	0	-0.6
56	Cn1cnc2c(ncn2C2OC(CO)C(O)C2O)c1=S (stereo unspecified)	-9	5	·	22	·	·	-3	1	-0.5
57	O=c1[nH]cc(O)c(=O)[nH]1	11	0	0.5	-1	-6	3	-10	-2	0.1
58	Cc1ccc(C(=O)NN2C(=O)/C(=C/c3cccn3C)SC2=S)cc1	8	7	4.2	-11	-18	-7	-14	-2	1.8
59	CN(C)c1nc(N/N=C/c2c[nH]c3ccccc23)nc(N2CCOCC2)n1	-9	5	0.3	5	-12	0	-8	-1	0.7
60	CCN(CC)C(=O)COc1ccc(/C(C)=N/Nc2ncc(Cl)cc2Cl)cc1	-9	2	-1.0	14	-17	-3	-4	-5	0.6
61	NC(=O)c1nsc(C(=O)N(Cc2ccc(F)cc2)C(C(=O)NCC2CCCO2)c2ccc(F)cc2)c1N (stereo unspecified)	2	1	2.4	-2	-19	-7	-8	-3	0.7
62	Cc1nnc(CN(C)C(=O)c2cc(COc3ccc(F)cc3Cl)on2)o1	-2	2	2.0	-5	4	-8	-18	-3	0.7
63	COc1cc(OC)cc(-c2c(-c3cccs3)c3cc(-c4ccn[nH]4)ccc3n2C)c1	-11	6	2.6	1	-15	-3	22	1	0.0
64	CC(C)c1ccc(NC(=O)CN2C(=O)NC(Cc3c[nH]c4ccccc34)C2=O)cc1 (stereo unspecified)	-12	15	-0.2	-8	-8	-3	-10	-4	0.2
